RECQ1 helicase – qHTS Assay for Inhibitors of RecQ-Like Dna Helicase 1 (RECQ1); Potency, µM (titrated, usually from 57.3 µM), for the others: at the highest dose activity, negative = inhibition, hits mostly inhibitors; 240,000 tested, 0.54% active; ATP-dependent DNA helicase Q1 (Homo sapiens), P46063; RECQ1 DNA unwinding, red fluorescence kinetic read;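 also: plate controls were vehicle for no effect and no enzyme for full effect; nearly all actives have a fitted effect of over 30% in size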
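RECQ1T1 50 nM; forked duplex (20 bp + 30-nt ss tails) 200 nM, ATP 2 mM final; pH 8.0, 2 mM MgCl2, 2.5 ug/ml poly(dI-dC); 15 min compound preincubation; discontinuous kinetic read over 2 h at RT.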
SMN2 splice enh – qHTS Assay for Enhancers of SMN2 Splice Variant Expression | AID 1458, 2008 | Potency, µM (titrated, usually from 46.1 µM), inactives show at the highest dose activity change, positive = activation, most hits filed as activators | 210,000 tested, 2.8% active | HEK293 SMN2-luciferase splicing reporter, luminescence, 30-36 h; also: % of control where 0% means no effect; nearly all actives have a fitted effect of over 55% in size
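qHTS luciferase splicing reporter: luminescence rises when SMN2 exon 7 is included in transfected HEK293 cells. Compound exposure lasted 30-36 h at 37C, with 4.5 mM final sodium butyrate as control, followed by a ONE-Glo read.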
TR SRC2 fluor cs – Total Fluorescence Counterscreen for Inhibitors of the Interaction of Thyroid Hormone Receptor and Steroid Receptor Coregulator 2. TRb/SRC2 Texas Red total fluorescence interference. Potency, µM (top dose mostly 106 µM), for the others: at the highest dose fluorescence change, negative = quenching. 280,000 tested, 0.29% active; active = well fitted curve in either direction with a large enough effect; inconclusive = small, poorly fitted or top-dose-only effect; also: % is scaled to controls: 0 for no effect and ±100 for the full control effect
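Human TRb ligand-binding domain at 0.6 uM with 20 nM Texas Red SRC2 peptide in Tris buffer containing 1 uM T3 and 5% DMSO, incubated with compound 5 h at ambient temperature. Total fluorescence (555/632 nm) calculated as parallel + 2 × perpendicular.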
Lamin A splicing – qHTS Assay for Modulators of Lamin A Splicing | AID 1487, 2009 | HeLa LMNA splicing GFP/RFP minigene ratio, 48 h | 200,000 tested, 0.01% active | Potency, µM (top dose mostly 46.1 µM), without a hit: at the highest dose ratio change, negative = inhibition, most hits filed as inhibitors; active = well fitted inhibition curve with a large enough effect in the signal ratio, with a control signal flat, not every such curve was filed as active; inconclusive = small, poorly fitted or top-dose-only effect, or effect the other way, or a change in a side signal; the % refers to the signal ratio; also: % is scaled to controls: 0 for no effect and ±100 for the full control effect
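Read-out is the ratio of GFP to DsRed2 object intensity, acquired by 488 nm laser-scanning cytometry on HeLa lamin A-EGFP minigene reporter cells. Compound incubation 48 hrs at 37 °C in Opti-MEM with 2% FBS; DMSO 0.5% final.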
JMJD2E inh – qHTS Assay for Inhibitors of Human Jumonji Domain Containing 2E (JMJD2E) | Lysine-specific demethylase 4E (Homo sapiens), B2RXH2 | JMJD2E catalytic domain, FDH-coupled NADH fluorescence (FDH is formaldehyde dehydrogenase) | Potency, µM (series often up to 57.1 µM), for the others: at the top dose activity change, negative = inhibition, most hits filed as inhibitors | 230,000 tested, 1.6% active | AID 2147, 2009; active = well fitted inhibition curve with a large enough effect, not every such curve was filed as active; inconclusive = small, poorly fitted or top-dose-only effect, or another doubt; inactive = no such curve, though single readings can be large or run the other way;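 also: 0% = wells with enzyme and -100% = buffer wells without enzyme; nearly all actives have a fitted effect of over 50% in size; many of its hits are not listed in these tables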
Target sequence (B2RXH2 1-337 limits assumed): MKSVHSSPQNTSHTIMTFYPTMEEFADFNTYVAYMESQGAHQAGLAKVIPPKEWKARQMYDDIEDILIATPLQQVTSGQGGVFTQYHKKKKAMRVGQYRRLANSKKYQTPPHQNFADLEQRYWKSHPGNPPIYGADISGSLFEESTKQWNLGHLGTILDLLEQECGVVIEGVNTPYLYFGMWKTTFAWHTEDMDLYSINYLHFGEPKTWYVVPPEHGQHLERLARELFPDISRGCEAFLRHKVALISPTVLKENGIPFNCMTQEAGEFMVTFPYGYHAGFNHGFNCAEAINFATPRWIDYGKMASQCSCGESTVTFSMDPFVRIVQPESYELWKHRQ
ALDH1A1 block – qHTS Assay for Inhibitors of Aldehyde Dehydrogenase 1 (ALDH1A1); Aldehyde dehydrogenase 1A1 (Homo sapiens), P00352; Purified ALDH1A1, NADH fluorescence, propionaldehyde substrate; Potency, µM (series often up to 75.3 µM), for the others: at the highest dose activity, negative = inhibition, actives largely listed as inhibitors; 220,000 tested, 7.3% active; active = well fitted inhibition curve with a large enough effect, not every such curve was filed as active; inconclusive = small, poorly fitted or top-dose-only effect, or another doubt; inactive = no such curve, though single readings can be large or run the other way;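 also: plate controls were no enzyme wells and a reference inhibitor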
Target sequence (P00352 whole entry, looked up): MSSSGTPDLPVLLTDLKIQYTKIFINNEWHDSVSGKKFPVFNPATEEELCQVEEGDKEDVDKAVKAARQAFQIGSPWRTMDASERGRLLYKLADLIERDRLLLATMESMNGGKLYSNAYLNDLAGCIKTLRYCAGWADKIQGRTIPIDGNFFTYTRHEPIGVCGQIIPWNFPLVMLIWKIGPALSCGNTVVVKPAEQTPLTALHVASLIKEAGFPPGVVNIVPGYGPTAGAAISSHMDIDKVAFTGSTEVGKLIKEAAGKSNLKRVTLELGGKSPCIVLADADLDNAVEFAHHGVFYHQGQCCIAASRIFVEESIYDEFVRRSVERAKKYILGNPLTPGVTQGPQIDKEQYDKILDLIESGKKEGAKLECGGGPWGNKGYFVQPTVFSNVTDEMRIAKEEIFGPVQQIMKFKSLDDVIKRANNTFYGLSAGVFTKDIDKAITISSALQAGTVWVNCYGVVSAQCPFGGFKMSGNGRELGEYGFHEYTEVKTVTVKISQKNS
TRb SRC2 PPI – qHTS for Inhibitors of the Interaction of Thyroid Hormone Receptor and Steroid Receptor Coregulator 2; Thyroid hormone receptor beta (Homo sapiens), P10828; TRbeta-SRC2 peptide binding, fluorescence polarization; receptor liganded with 1 µM T3; Potency, µM (titrated, usually from 106 µM), for the others: at the highest dose activity change, negative = inhibition, hits mostly inhibitors; 280,000 tested, 0.065% active; AID 1469, 2008;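 also: plate controls were bound peptide for no effect and peptide without receptor for full effect; nearly all actives have a fitted effect of over 50% in size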
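Decrease in fluorescence polarization of 20 nM Texas Red SRC2 coactivator peptide flagged inhibition of its binding to 0.6 uM TRb LBD; 1 uM T3 included, incubation 5 hr, ex 555/em 632 nm.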
GoLoco inh red – qHTS Assay for Inhibitors of RGS12 GoLoco Motif Activity (Red Fluorophore). Gai1:RGS12 GoLoco peptide FP, rhodamine, 10 min. Potency, µM (top dose mostly 61.6 µM), for the others: top-dose activity, negative = inhibition, most hits filed as inhibitors. Guanine nucleotide-binding protein G(i) subunit alpha-1 (Homo sapiens), P63096. 230,000 tested, 0.44% active. AID 880, 2007; active = well fitted inhibition curve with a large enough effect, not every such curve was filed as active; inactive = no such curve, though single readings can be large or run the other way; also: % is scaled to controls: 0 for no effect and ±100 for the full control effect; nearly all actives have a fitted effect of over 30% in size; many of its hits are not listed in these tables
Active calls of the source: *; i = inactive; ? = inconclusive; nt = not tested or not shown; [ ] = another dose, or the depositor's remark. Unless noted, calls follow the shape of the dose curve; as a rule, active = well fitted curve in the direction sought with a large enough effect; inconclusive = small, poorly fitted or top-dose-only effect, or another doubt; inactive = no such curve, though single readings can be large; an effect the other way counts as inactive or inconclusive. Potency is read from the fitted curve at half-maximal effect. This is a subset. The share of hits here may be higher or lower than overall.

Second line of a record – GoLoco inh red | Lamin A splicing | ALDH1A1 block | SMN2 splice enh | TR SRC2 fluor cs | TRb SRC2 PPI | JMJD2E inh | RECQ1 helicase
- O=C(COc1ccccc1Br)NCc1ccco1
    -5% | 13% | ? | 4% | -4% | -2% | ? | -3%
- CCCCNC(=O)N(CC)c1c(N)n(Cc2ccccc2)c(=O)[nH]c1=O
    6% | -3%[46 µM] | 7% | 11% | -1% | 3% | 1% | -2%
- O=C(Nc1cnccn1)c1csc2ccccc12
    9% | 1% | ? | ? | -6% | -17% | 5% | -7%
- O=C(OCC(=O)c1ccc[nH]1)c1ccc(S(=O)(=O)N2CCCCC2)cc1
    4% | 13% | 5% | 7% | 4% | 9% | 15% | -3%
- CN(Cc1cnn(C)c1)Cc1nc(COc2ccccc2)no1
    -3% | 34%[46 µM] | -4% | nt | -1% | -5% | 0% | -9%
- Cc1nnc(SCC(=O)c2cc(C)n(C3CC3)c2C)s1
    5% | 9% | -14% | 25µM* | 2% | -11% | 2% | -10%
- COc1ccc(NC(=O)CN(C)C2CCCCC2)c([N+](=O)[O-])c1
    -14% | -15% | -9% | -10% | 8% | -3% | 6% | -4%
- CN(C)S(=O)(=O)c1ccc(N2CCCC2)c(C(=O)Nc2nc3ccc(F)cc3s2)c1
    1% | ? | ? | 10% | -4% | -4% | ? | -7%
- CCOC(=O)C1CCN(C(=O)CSc2nnc(-c3ccco3)n2-c2ccccc2)CC1
    0% | 0% | 4% | -7% | -2% | -1% | 5% | 3%
- Cc1cccn2cc(CNC(=O)C3CCCCC3)nc12
    4% | -15% | 2% | 6% | -8% | -6% | ? | -9%
- O=C(Nc1nnc(COc2ccc(Cl)cc2)s1)c1ccco1
    -10% | 13%[46 µM] | 3.2µM* | nt | -2%[53 µM] | 5%[53 µM] | ? | 7%
- C[n+]1cc(-c2ccccc2)n2c1CCCCC2
    4.5µM* | 1% | -5% | -21% | -1% | -4% | 13% | -7%
- CCCC(=O)Nc1cc(Cl)ccc1N1CCN(C(=O)CC)CC1
    3% | -7% | -3% | -18% | -3% | -3% | 4% | i
- CC(Oc1ccc2oc(-c3ccccc3)c(C(=O)O)c2c1)C(=O)O (configuration not stated)
    5% | -7% | ? | 15% | 0% | -10% | ? | -5%
- O=C(c1ccco1)N1CCN(Cc2nc3cc(Cl)ccc3c(=O)[nH]2)CC1
    6% | nt | ? | -12% | -1% | 0% | -1% | -5%
- COCCn1c(-c2ccccc2)nc(=S)c2c1CC(C)(C)OC2
    -5% | 17% | 3% | -5% | -3% | -6% | -8% | i
- Cc1sc(NC(=O)CN(CCc2ccccc2)C(=O)C2CC2)c(C(N)=O)c1C
    9% | 20%[46 µM] | 2% | nt | 4% | 0% | 0% | 2%
- Cc1ccc(/C=C2\SC(=S)N(CCC(=O)NNS(=O)(=O)c3ccc(C)cc3)C2=O)cc1
    51%[activator] | -11% | 3% | 9% | 6% | 10% | -1% | -1%
- CCOc1ccc(OCC(=O)c2c(O)c3ccccc3oc2=O)cc1
    -19% | -3% | 8.9µM* | 8% | -9% | 8% | ? | -1%
- CC(C)N1C(=O)CCC1C(=O)N1CCCc2ccccc21 (configuration not stated)
    9% | -2% | 11% | -18% | 3% | 1% | 4% | -4%
- CCn1c2ccccc2c2cc(NC(=O)COC(=O)c3cc(S(N)(=O)=O)c(Cl)cc3Cl)ccc21
    8% | ? | ? | nt | -4% | -1% | -6% | i
- N=c1ncn(Cc2ccccc2)c2nc(SCCOc3ccccc3)[nH]c12
    nt | 3% | 0% | nt | -5% | 3% | -8% | -3%
- COc1ccc(NC(=O)COC(=O)c2ccc(S(=O)(=O)N(C)c3ccccc3OC)cc2)c(OC)c1
    -5% | ? | 7.1µM* | -20% | 1% | 5% | 3% | -5%
- O=C(Nc1ccc(F)cc1)C(c1ccccc1)N1CCN(S(=O)(=O)c2ccc3ccccc3c2)CC1 (configuration not stated)
    -29% | -4% | ? | -5% | 1% | -2% | 4% | -8%
- O=C(COC(=O)c1ccccn1)c1ccc(Br)cc1
    1% | 11% | -9% | 4% | 3% | -6% | 4% | 9%
- CC(=O)Nc1ccc(SC[C@H](Cc2ccccc2)N2CCN(CC(C)C)CCC2=O)cc1
    -4% | nt | nt | nt | -3% | 2% | -11% | i
- COc1ccc(N=C2SC(C(=O)Nc3ccc4c(c3)OCO4)CC(=O)N2C)cc1 (configuration not stated)
    0% | ? | ? | -13% | 3% | 5% | -5% | -8%
- COc1ccc(-c2noc(-c3cc(C)cc(C)c3)n2)cc1OC
    0% | -1% | -2% | -18% | -1% | 0% | -6% | -13%
- O=C(CCN1C(=O)C2C3CCC(C3)C2C1=O)OCC(=O)c1cccc([N+](=O)[O-])c1 (configuration not stated)
    -4% | 13% | ? | 13% | -2% | 1% | 5% | -8%
- Cc1ccc(C)c(NS(=O)(=O)c2ccc(NC(=O)CSc3ccc(Cl)cc3)cc2)c1
    2% | ? | 2% | -15% | -1% | -3% | -2% | 2%
- O=C(N1CCN(Cc2ccc3c(c2)OCO3)CC1)C12CC3CC(CC(C3)C1)C2
    nt | -15% | -13% | nt | 2% | 4% | 3% | i
- O=[N+]([O-])c1cccc(-c2ccc(C(=S)N3CCN(c4ccccc4)CC3)o2)c1
    -9% | nt | nt | nt | -2% | 0% | -5% | -15%
- Cc1ccc(NC(=O)C2C3CCCC2C3c2ccccc2)cc1C (configuration not stated)
    -1% | 13% | -1% | -16% | -10% | -7% | 0% | i
- O=C(CCN1CCN(c2ccccc2)CC1)Nc1ccccc1F
    8% | -9% | 3% | nt | 0% | -2% | 8% | -3%
- CCOC(=O)N1CCC(N2CCN(Cc3ccccc3)C(CCO)C2)CC1 (configuration not stated)
    -2% | 4%[46 µM] | ? | nt | 2% | 1% | 6% | 11%
- CO[C@@H]1c2cc(F)ccc2/C(=C\CCOC(=O)C/C=C/c2ccccc2)[C@H]1C
    -6% | nt | -3% | 3% | -1% | -3% | -3% | -4%
- COc1ccc(CN(C)C(=S)Nc2ccc(Cl)cc2Cl)cc1
    -2% | ? | 6% | -6% | -2% | 0% | 2% | i
- CC(=O)c1cccc(NC(=O)c2ccc(S(=O)(=O)N3CCCCC3)cc2)c1
    5% | -20% | 22µM* | 8% | 1% | -14% | -3% | 5%
- CC(C)(C)c1cn(-c2ccccc2)c(=S)[nH]1
    1% | 0% | -5% | -5% | -8% | -2% | -7% | -8%
- CCCn1c(SCc2nc3sc(C)c(C)c3c(=O)[nH]2)nc2ccccc2c1=O
    8% | 0% | -5% | -12% | 1% | -5% | -6% | i
- O=C(NCCN1CCN(c2cccc(Cl)c2)CC1)C1CCCN(S(=O)(=O)c2cnc[nH]2)C1 (configuration not stated)
    -5% | -1% | 9% | 4% | 3% | -7% | 7% | -14%
- O=C(O)c1ccccc1N/N=C/C1=C(N2CCOCC2)C(=C\c2ccccc2)/CC1
    14% | nt | nt | nt | -5% | -3% | ? | ?
- Brc1ccc(C2=Nn3c(nnc3-c3n[nH]c4c3CCC4)SC2)cc1
    9% | ? | 2% | 22µM* | 0% | -3% | -4% | -9%
- COC(=O)C1=C(C(=O)OC)[C@@H]2N(C)c3ccccc3[C@@]23C[C@@H](C(=O)OC)N(S(=O)(=O)c2ccc(C#N)cc2)C3=N1
    -1%[14.2 µM] | -2%[9.22 µM] | 2%[13.5 µM] | -2%[9.22 µM] | -3%[11.2 µM] | 5%[11.2 µM] | 6%[11.4 µM] | -8%[11.5 µM]
- CC(=O)Nc1cc(Br)ccc1O
    5% | nt | 3% | nt | -3%[53 µM] | -5%[53 µM] | -9% | i
- Clc1ccc(Cn2cccn2)cn1
    -7% | nt | 7% | nt | 0% | -1% | -1% | 1%
- Cc1ccc(N(CC(=O)Nc2ccc3c(c2)OCCO3)S(C)(=O)=O)cc1
    36%[activator] | nt | -12% | nt | 0% | 12% | -6% | -8%
- C=C1CC[C@@H]2O[C@@]2(C)CC[C@H]2[C@H]1CC2(C)C
    0% | nt | -10% | nt | -1% | -6% | -2% | -1%
- CCOC(=O)c1ccc(N2NC(=O)/C(=C/c3ccc(OC(=O)c4ccco4)c(OC)c3)C2=O)cc1
    -17% | ? | ? | 5% | -13% | -1% | -5% | -4%
- CC1Nc2ccccc2C(=O)N1NS(=O)(=O)c1ccccc1 (configuration not stated)
    3% | -9% | ? | -5%[1.84 µM] | 0% | 12% | ? | 1%
- C[C@@H](O)C#C[Si](C)(C)c1ccccc1
    0% | nt | -4% | 6% | -2% | 1% | 1% | 0%
- COc1nc(Oc2ccc(/C=N/O)cc2)nc(N(C)C)n1
    5% | 0% | 8% | 4% | -2% | -12% | 1% | -10%
- O=C(Nc1nc2ccccc2s1)Nc1ccc([N+](=O)[O-])cc1Cl
    0% | nt | nt | nt | -1% | -1% | 2% | -2%
- Clc1ccc(N/N=C/c2ccncc2)cc1Cl
    0% | -2% | 8% | 13µM* | ? | 10% | 2% | -3%
- O=C(N/N=C/C=C/c1ccccc1)c1ccc(Br)cc1
    -9% | 7% | 0% | -4% | -2% | -1% | 1% | i
- CCOC(=O)c1cccc(Nc2ncnc3ccccc23)c1
    4% | ? | -3% | -42%[inhibitor] | -1% | 11% | -13% | 5%
- Fc1ccc(/C=N/NC(=S)Nc2cccnc2)cc1F
    4% | nt | ? | -11% | -5% | -8% | -1% | -4%

Screening results (PubChem)
